MDM2 E3 inh: blocks human Mdm2 ubiquitin ligase activity. actives 0.11% (n = 210,000). signal enhancement, % at 5 µM. cell-based MDM2 ubiquitination luciferase reporter, 2 h; 0 = plate control, 100 = twice control, blank-subtracted;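 active = signal enhancement of 30% or more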;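 note: luminescence tracks abundance of the self-degrading MDM2-luciferase fusion protein; higher signal means inhibition of MDM2 E3 ligase activity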
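Timing – 2 h compound exposure at 37 °C · Assay system – mammalian cells stably expressing self-ubiquitinating, self-degrading MDM2 E3–luciferase fusion · Amount – 2000 cells seeded into each well · Measure – % luminescence enhancement versus blank-corrected plate control mean · Measured by – SteadyLite luminescence, 15 min reagent step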
S1P4 antag: blocks the human S1P4 receptor; O95977; S1P4-expressing cells, antagonist mode, reporter read-out; actives 0.26% (n = 220,000); inhibition, % at 4.98 µM; in the data active = inhibition above about 29%;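 note: 0% = wells stimulated with agonist and 100% = vehicle wells without agonist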
Ba/F3 V617F tox: reduce viability of Ba/F3 cells dependent on JAK2V617F. Ba/F3 EpoR-JAK2V617F viability, ATP luminescence. inhibition, % at 5.6 µM. actives 1.1% (n = 220,000);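 active = inhibition above the campaign mean plus 3 SD over all tested compounds, cut at about 24% in these data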;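 note: cytokine-independent growth of Ba/F3 cells driven by EpoR plus mutant JAK2; 0% = DMSO-treated cells and 100% = JAK inhibitor I control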
S1P4 agonist: agonists of human S1P4 receptor; S1P4-expressing cell line, agonist reporter assay; AID 1509; activation, % at 4.98 µM; O95977; actives 0.35% (n = 220,000); in the data active = activation above about 11%;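 note: 0% = DMSO vehicle and 100% = reference agonist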
Wee1 degr inh: inhibitors of human Wee1 degradation; HeLa Luc-Wee1K328M stability, luciferase luminescence; 100% = proteasome inhibitor MG132 effect; actives 1.2% (n = 220,000); P30291; reporter increase, % at 5 µM;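 active = activation above the mean of all tested compounds plus 3 SD, set per screening run, cut at about 8.8% in these data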;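 note: cells exposed to compound for 20 h before luminescence read; 0% = DMSO alone and 100% = MG132 at 30 µM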
eIF4E-4G inh: blocks eIF4E binding to eIF4G; P63073+Q04637; TR-FRET eIF4E-eIF4GI(517-606) binding, 2 h; inhibition, % at 21.7 µM; actives 0.37% (n = 220,000);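 active = inhibition above about 30%, limit read from the data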;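 note: 0% = full FRET control wells and 100% = background wells lacking eIF4GI fragment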
BaF3 tox: counter-screen for JAK2V617F inhibitors: parental Ba/F3 viability inhibitors. CellTiter-Glo ATP luminescence. inhibition, % at 5.6 µM. actives 1.1% (n = 220,000);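 active = inhibition above a per-campaign cutoff, the mean inhibition of all tested compounds plus 3 SD, cut at about 27% in these data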;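 note: 0% = DMSO wells and 100% = JAK Inhibitor I control wells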
NPY-Y2 PAM-ag: potentiators or agonists of human neuropeptide Y receptor Y2; cells expressing NPY-Y2, potentiator/agonist read-out; P49146; actives 0.45% (n = 220,000); AID 1359; activation, % at 3.6 µM; in the data active = activation above about 27%;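 note: cells stimulated with NPY near EC25 plus isoproterenol at EC100; 0% = vehicle plus submaximal agonist and 100% = vehicle plus saturating agonist; some results beyond the cut were filed as inactive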
PERK inhibitor: human PERK inhibition, primary cell-based screen | Q9NZJ5 | CHO PERK-DD fusion, SEAP luminescence translation reporter | inhibition, % at 5.6 µM | actives 0.17% (n = 220,000) | AID 1416;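 active = inhibition above the mean inhibition of all tested compounds plus 3 SD, set separately per screening campaign, cut at about 2.9% in these data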;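 note: PERK kinase domain activated by AP20187 dimerizer at 100 nM; 0% = DMSO with dimerizer and 100% = rapamycin at 8.4 µM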
Target sequence (Q9NZJ5 whole entry, looked up, the tested form may be a part): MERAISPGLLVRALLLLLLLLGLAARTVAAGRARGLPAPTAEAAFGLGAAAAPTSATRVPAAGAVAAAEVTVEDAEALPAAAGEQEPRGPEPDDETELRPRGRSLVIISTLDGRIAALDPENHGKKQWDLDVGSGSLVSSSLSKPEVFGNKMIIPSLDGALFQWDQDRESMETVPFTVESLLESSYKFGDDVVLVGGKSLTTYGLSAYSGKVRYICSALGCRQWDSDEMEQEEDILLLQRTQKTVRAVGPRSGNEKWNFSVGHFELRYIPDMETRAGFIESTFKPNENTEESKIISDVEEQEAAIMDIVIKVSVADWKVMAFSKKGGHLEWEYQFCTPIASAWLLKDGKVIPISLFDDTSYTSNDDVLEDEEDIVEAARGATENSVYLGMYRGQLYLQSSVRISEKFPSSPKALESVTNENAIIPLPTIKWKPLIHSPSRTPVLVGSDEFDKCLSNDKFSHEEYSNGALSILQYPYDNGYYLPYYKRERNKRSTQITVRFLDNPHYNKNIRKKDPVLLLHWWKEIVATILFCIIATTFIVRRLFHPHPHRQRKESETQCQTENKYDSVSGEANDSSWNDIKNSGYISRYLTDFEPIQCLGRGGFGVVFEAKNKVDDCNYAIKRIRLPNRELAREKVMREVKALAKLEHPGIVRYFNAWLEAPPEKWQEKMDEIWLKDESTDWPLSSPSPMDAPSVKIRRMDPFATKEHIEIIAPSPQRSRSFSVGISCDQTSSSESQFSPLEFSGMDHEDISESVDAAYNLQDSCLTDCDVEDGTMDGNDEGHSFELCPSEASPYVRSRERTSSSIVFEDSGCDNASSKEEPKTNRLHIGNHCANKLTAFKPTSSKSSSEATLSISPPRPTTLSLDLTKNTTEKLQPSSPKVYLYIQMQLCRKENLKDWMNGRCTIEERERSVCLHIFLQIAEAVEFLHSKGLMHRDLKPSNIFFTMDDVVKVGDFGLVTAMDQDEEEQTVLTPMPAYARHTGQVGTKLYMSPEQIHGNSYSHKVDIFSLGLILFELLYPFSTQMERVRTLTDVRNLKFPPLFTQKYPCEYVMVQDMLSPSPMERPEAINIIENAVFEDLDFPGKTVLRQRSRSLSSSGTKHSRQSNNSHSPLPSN
The depositor's hits bear a star; . = not tested or not shown; & = joins results of further samples; [ ] = remark or other dose.

Order of results – MDM2 E3 inh	S1P4 antag	Ba/F3 V617F tox	S1P4 agonist	Wee1 degr inh	eIF4E-4G inh	BaF3 tox	NPY-Y2 PAM-ag	PERK inhibitor
1. CCCc1cc(=O)[nH]c(SCC(=O)N(CC)Cc2ccccc2)n1
→ -11	5	0	1.9	-2	-8	8	-9	0.4
2. O=[N+]([O-])c1ccccc1N/N=C1\CC2CC=CC12 (centres undefined)
→ -5	-5	-1	1.0	-1	1	5	8	1.5
3. CCOC(=O)c1sc(NC(=O)c2ccccc2OCC)nc1C
→ 4	-9	1	1.4	4	2	4	4	0.8
4. CS(=O)(=O)N(CC(=O)NCc1ccncc1)Cc1ccc(Cl)cc1
→ -25	-18	-1	1.7	2	-6[fluorescence artefact?]	2	-11	0.7
5. COCCOc1ccc(C(F)(F)F)cc1NC(=O)c1ccc(C)cc1
→ -9	-6	-2	-0.1	-4	0	3	1	0.4
6. O=C(C/C=N\O)Nc1ccc(Oc2ccccc2)cc1
→ -11	-10	3	0.7	1	2	4	8	0.7
7. Cc1ccc(CN(c2ccc(C(=O)NCc3cccnc3)cc2)S(C)(=O)=O)cc1
→ -16	2	1	-0.1	-2	3	6	3	-1.4
8. CC(=O)Cn1ncc(N2CCOCC2)c(Br)c1=O
→ -15	-15	-8	-2.1	2	0	-1	3	1.3
9. O=C(NCCCN1CCCC1)c1ccc(CSCc2cccc(Cl)c2)o1
→ 0	-12	-1	1.9	2	3	5	5	-1.3
10. COc1cc(CC(=O)OCC(=O)Nc2ccc([N+](=O)[O-])cc2)cc(OC)c1OC
→ -3	-24	3	1.2	0	2	1	1	0.4
11. Cc1ccccc1NC(=O)CSc1nc(N2CCCCC2)nc(N2CCCCC2)n1
→ -12	5	0	1.7	-2	0	2	7	0.7
12. CN(C)C(=O)CSc1nnc(CCN)o1
→ -3	-9	1	0.7	0	-8	2	-9	0.9
13. CC(O/N=C/c1ccc(OC(F)F)cc1)C(=O)Nc1cccc(S(=O)(=O)N2CCOCC2)c1 (centres undefined)
→ -1	5	4	-0.3	1	10	8	-20	-0.2
14. O=C(O)c1cc(NCc2cccs2)ccc1N1CCOCC1
→ -8	0	-3	0.3	0	8[fluorescence artefact?]	-1	2	0.3
15. O=C(NC(=S)Nc1ccc2c(c1)OCCO2)c1ccc(F)cc1Cl
→ -9	-77	-6	0.8	3	-2	4	18	1.5
16. O=C(NCCSCc1ccccc1)c1ccc(F)cc1
→ -17	-7	-3	0.3	2	-4	3	-3	0.2
17. CCOC(=O)/C(C#N)=C/Nc1cc(C(C)(C)C)sc1C(C)=O
→ -11	14	2	-0.9	-2	0	-5	0	0.1
18. CCc1nc2ccc(C(=O)Nc3ccc4c(c3)OCO4)cc2nc1CC
→ -9	9	-8	0.5	-4	2	1	-27	1.1
19. COc1ccccc1CN(C(=O)CCl)C(C(=O)NC1CCCCC1)c1ccncc1 (centres undefined)
→ -6	-2	3	-0.7	1	-7	12	7	-0.2
20. COC(=O)Nc1ccc(S(=O)(=O)N2CCCC(C(=O)N3CCC(C)CC3)C2)cc1 (centres undefined)
→ -2	-15	-3	0.4	5	3	3	5	0.3
21. Clc1ccc(-n2cc(-c3ccc(Br)cc3)[n+]3c2CCCCC3)cc1
→ -14	10	55*	0.6	-2	-2	60*	1	0.5
22. COc1ccc(C(C(=O)NCC2CCCO2)N(C(=O)CNC(=O)c2cccs2)c2ccc(NC(C)=O)cc2)cc1OC (centres undefined)
→ .	-2	0	-0.9	-2	1	4	12	1.7
23. CCOC(=O)c1c(NC(=O)c2cccs2)sc2c1CCCC2
→ -34	-10	3	-0.4	8	1	5	-14	-0.3
24. Cc1ccc(CN2CCN(Cc3c(C)nn(C(C)C)c3C)CC2CCO)o1 (centres undefined)
→ -12	1	4	-1.6	-1	-3	6	8	0.2
25. Cc1nn(-c2ccccc2)c(Oc2ccc(F)cc2)c1/C=N/n1cnnc1
→ -6	-4	-2	-1.1	5	-3	5	4	-0.8
26. CCn1c(SCC(=O)Nc2sc3c(c2C#N)CCCC3)nnc1-c1ccncc1
→ .	0	-5	-0.6	-2	-2	3	11	0.5
27. Cc1ccc(C(=O)C[n+]2cc(-c3ccccc3)n3c2CCCCC3)cc1
→ -6&3	4&-4	87*	-1.3&0.1	1&1	0&2	65*	-14&-5	-0.6&0.9
28. Cc1ccc(-c2nnn(CC(=O)N(Cc3ccco3)C(C(=O)NC(C)(C)C)c3ccncc3)n2)o1 (centres undefined)
→ -1	-13	-2	2.3	-3	-1	-1	10	1.1
29. Cc1cc(C)cc(OCC(=O)Nc2cccc(C(=O)O)c2)c1
→ -12	-4	-5	2.5	2	5	1	4	0.7
30. CNC(=O)NC(=O)CSc1nc(-c2cccs2)c(C#N)c(=O)[nH]1
→ 1	-26	-5	1.2	0	1	-1	0	0.9

Shown as labelled records: 4 of the compounds above
[7] Cc1ccc(CN(c2ccc(C(=O)NCc3cccnc3)cc2)S(C)(=O)=O)cc1
- MDM2 E3 inh: -16
- S1P4 antag: 2
- Ba/F3 V617F tox: 1
- S1P4 agonist: -0.1
- Wee1 degr inh: -2
- eIF4E-4G inh: 3
- BaF3 tox: 6
- NPY-Y2 PAM-ag: 3
- PERK inhibitor: -1.4
[8] CC(=O)Cn1ncc(N2CCOCC2)c(Br)c1=O
- MDM2 E3 inh: -15
- S1P4 antag: -15
- Ba/F3 V617F tox: -8
- S1P4 agonist: -2.1
- Wee1 degr inh: 2
- eIF4E-4G inh: 0
- BaF3 tox: -1
- NPY-Y2 PAM-ag: 3
- PERK inhibitor: 1.3
[9] O=C(NCCCN1CCCC1)c1ccc(CSCc2cccc(Cl)c2)o1
- MDM2 E3 inh: 0
- S1P4 antag: -12
- Ba/F3 V617F tox: -1
- S1P4 agonist: 1.9
- Wee1 degr inh: 2
- eIF4E-4G inh: 3
- BaF3 tox: 5
- NPY-Y2 PAM-ag: 5
- PERK inhibitor: -1.3
[10] COc1cc(CC(=O)OCC(=O)Nc2ccc([N+](=O)[O-])cc2)cc(OC)c1OC
- MDM2 E3 inh: -3
- S1P4 antag: -24
- Ba/F3 V617F tox: 3
- S1P4 agonist: 1.2
- Wee1 degr inh: 0
- eIF4E-4G inh: 2
- BaF3 tox: 1
- NPY-Y2 PAM-ag: 1
- PERK inhibitor: 0.4

Returning to the listing; the 5 compounds before the break are reprinted first.
Order of results – MDM2 E3 inh	S1P4 antag	Ba/F3 V617F tox	S1P4 agonist	Wee1 degr inh	eIF4E-4G inh	BaF3 tox	NPY-Y2 PAM-ag	PERK inhibitor
26. CCn1c(SCC(=O)Nc2sc3c(c2C#N)CCCC3)nnc1-c1ccncc1
→ .	0	-5	-0.6	-2	-2	3	11	0.5
27. Cc1ccc(C(=O)C[n+]2cc(-c3ccccc3)n3c2CCCCC3)cc1
→ -6&3	4&-4	87*	-1.3&0.1	1&1	0&2	65*	-14&-5	-0.6&0.9
28. Cc1ccc(-c2nnn(CC(=O)N(Cc3ccco3)C(C(=O)NC(C)(C)C)c3ccncc3)n2)o1 (centres undefined)
→ -1	-13	-2	2.3	-3	-1	-1	10	1.1
29. Cc1cc(C)cc(OCC(=O)Nc2cccc(C(=O)O)c2)c1
→ -12	-4	-5	2.5	2	5	1	4	0.7
30. CNC(=O)NC(=O)CSc1nc(-c2cccs2)c(C#N)c(=O)[nH]1
→ 1	-26	-5	1.2	0	1	-1	0	0.9
31. CCN(CC)S(=O)(=O)c1cccc(C(=O)Nc2cc(C)nn2-c2ccccc2)c1
→ -13	-12	6	0.8	0	0	5	-8	-0.7
32. c1ccc(CCN2CN=C(Nc3nc4ccccc4s3)NC2)cc1
→ -2	7	-2	-0.5	-3	-1	-4	-4	0.9
33. C[C@@H]1C[C@H](O)c2cc(Cl)ccc2N1
→ -6	-18	0	0.9	-1	-13	4	2	1.5
34. C[C@]1(C(=O)O)Cc2oncc2C[C@@H]1C(=O)O
→ 11	-19	-6	-0.6	2	11[fluorescence artefact?]	4	10	0.2
35. COc1ccc(S(=O)(=O)N2CCCCCC2)cc1N(C)S(=O)(=O)c1ccc(C)cc1
→ -10	-11	-2	-0.3	0	-4	6	-12	-0.2
36. Cc1cc(-c2ccc(F)cc2)nc2cc(C(N)=O)nn12
→ -16	-1	5	0.4	-1	-12	6	-18	-0.3
37. CC(C)c1ccc(S(=O)(=O)c2cn(Cc3ccc(F)cc3)c3cc4c(cc3c2=O)OCO4)cc1
→ -18	-13	3	-0.7	0	0	4	7	-0.2
38. Cc1cc(NC(=O)C(C)C)n(-c2nc3ccccc3s2)n1
→ -4	-12	9	-0.6	1	5	12	-10	0.0
39. O=C(NCCc1nc2ccccc2[nH]1)c1ccco1
→ -17	-1	1	2.0	-1	11	-1	-8	0.4
40. CCOc1ccc2[nH]cc(S(=O)(=O)c3ccc(Cl)cc3)c(=O)c2c1
→ -7	-7	-1	1.0	-2	2	-2	6	-0.4
41. CCCCC(=O)N(CCC)CCC
→ -13	9	3	1.5	0	-1	-2	-17	1.7
42. CNc1oc(-c2cccs2)nc1C#N
→ 10	2	-2	2.1	0	-1	-1	9	1.4
43. CSc1ccc(C(=O)/C=C/c2ccc(N)cc2)cc1
→ -76	8	4	0.7	1	6	4	-7	-0.9
44. COc1ccc(CNC(=O)c2ccc(C(C)(C)C)cc2)cc1
→ 1	-6	1	-0.2	3	7	10	-22	0.1
45. O=C(COc1cccnc1[N+](=O)[O-])Nc1ccc2c(c1)OC(F)(F)O2
→ 0	-7	-1	0.8	3	5	5	-1	0.8
46. Cn1c(=O)c2c(ncn2CC(=O)OCC(=O)Nc2cc(Cl)ccc2Cl)n(C)c1=O
→ .	-22	-1	0.7	-2	5[fluorescence artefact?]	7	-2	0.3
47. CN1CCc2ccccc2C1C1CCNCC1 (centres undefined)
→ -30	-2	0	-1.3	-3	-5	5	-9	1.2
48. Cn1cnnc1SCC(=O)c1cc2ccccc2o1
→ -4	-17	-4	1.7	1	2	2	6	0.6
49. O=C(O)CCC(=O)N1CCc2cc(S(=O)(=O)N3CCCCC3)ccc21
→ -1	-3	2	-0.4	-4	0	11	4	1.4
50. CC(NC(=O)Nc1ccccn1)N1C(=O)C2C3C=CC(C3)C2C1=O (centres undefined)
→ -7	-11	-1	-0.9	0	-8	-2	7	0.3
51. Cc1cccc(NC(=O)c2ccoc2C)n1
→ -4	-4	4	2.4	8	1	8	3	0.2
52. O=S(=O)(c1ccccc1)c1nc(-c2ccco2)oc1NCCN1CCOCC1
→ -12	-4	-5	-3.7	-1	-4	1	-1	-0.1
53. CC1(C)CC(NCc2ccccc2)CCO1 (centres undefined)
→ -9	8	-4	1.1	0	-3	6	-1	0.5

Screening results (PubChem)
